A549 tox: A549 cytotoxicity, counter-screen for Nrf2 inhibitors. A549 ARE-Fluc cells, CellTiter-Fluor viability, 18-24 h. Potency, µM (doses to about 46 µM), for inactives: at the highest dose activity change, negative = cytotoxicity, hits mostly inhibitors. hit rate 0.16% among 390,000; also: potency is read from the fitted curve at half-maximal effect; % is scaled to controls: 0 for no effect and ±100 for the full control effect
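Cytotoxicity counterscreen: CellTiter-Fluor fluorescence was measured in A549 ARE_Fluc cells after 18-24 h of compound exposure in a concentration series. The subsequent BugLite luminescent read reports ARE-luciferase activity.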
Nrf2 ARE act: activates Nrf2 signaling; Potency, µM (series often up to 46.1 µM), for inactives: top-dose activation, actives largely listed as activators; hit rate 0.31% among 410,000; AREc32 ARE-luciferase reporter (MCF7-derived line), luminescence, 24 h; AID 624171; also: potency is read from the fitted curve at half-maximal effect; % of control where 0% means no effect; nearly all actives have a fitted effect of over 65% in size
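Steps: seed AREc32_Fluc cells (1000/well, 5% FBS OPTI-MEM); incubate overnight at 37 deg C; add 23 nL compound; incubate 24 hr; add Steady-Glo; hold 30 min RT; read luminescence.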
TGFb SMAD3 inh: TGF-b pathway inhibition; Potency, µM (top dose mostly 46.1 µM), for the others: at the top dose activity, negative = inhibition, actives largely listed as inhibitors; AID 588855; HepG2 CAGA-GFP TGF-b/SMAD3 reporter, GFP fluorescence, 18 h; TGF-beta stimulated, 500 pg/mL final; hit rate 1.2% among 410,000; also: potency is read from the fitted curve at half-maximal effect; % is scaled to controls: 0 for no effect and ±100 for the full control effect; nearly all actives have a fitted effect of over 65% in size
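HEPG2 CAGA-GFP cells (1000/well, DMEM with 1% FBS) were pre-incubated 2 h at 37 degrees C, given compound by pin tool, then stimulated with TGF-beta at 500 pg/mL final for 18 h before per-cell GFP fluorescence imaging.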
Nrf2 block: Nrf2 pathway inhibition; Potency, µM (doses to about 46 µM), for inactives: top-dose activity change, negative = inhibition, most hits filed as inhibitors; hit rate 2.1% among 360,000; AID 504444; A549 ARE-Fluc reporter, luciferase luminescence, 18-24 h; also: potency is read from the fitted curve at half-maximal effect; % is scaled to controls: 0 for no effect and ±100 for the full control effect; nearly all actives have a fitted effect of over 60% in size
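Cells were seeded and rested 2 h, then exposed to compounds for 18-24 h. CellTiter-Fluor was read first as a viability measure. BugLite was added 15 min before the final luminescent read of ARE-luciferase activity in A549 cells.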
ATXN2 expr inh: reduces ATXN2 reporter expression in HEK-293 cells; HEK-293 ATXN2-luciferase reporter, luminescence, 24 h; Potency, µM (series often up to 57 µM), for the others: at the top dose activity change, negative = inhibition, usual class: inhibitors; hit rate 0.72% among 360,000; also: potency is read from the fitted curve at half-maximal effect; % is scaled to controls: 0 for no effect and ±100 for the full control effect; nearly all actives have a fitted effect of over 55% in size
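qHTS (up to 57 uM final) was run with 24 h compound exposure of reporter cells at 37 °C. Each well was multiplexed: SteadyGlo luminescence measured ATXN2-luciferase expression after a fluorogenic Gly-Phe-AFC viability readout (25 uM final).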
IL-2 act: activates IL-2 in a cell-based reporter assay; hit rate 0.065% among 360,000; IL-2 activation reporter assay, cell-based qHTS; stimulated with anti-CD3/CD4/CD28 beads; in transgenic mouse T cells; activation, % (series mostly up to about 46 µM); in the data active = activation above about 50%; inconclusive = mostly about 30% to 49%; also: 0% is about no effect
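Unstimulated transgenic mouse T cells, 750 per well, received compound and, after 60 minutes, anti-CD3/anti-CD4 bead plus anti-CD28 stimulation. EGFP and DsRed were quantified after 18 hours.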
EPAC2 agonist: activates human EPAC2 exchange factor; EPAC2 activation, biochemical qHTS; response scale: 100% = 6.5 mM cAMP response; hit rate 0.079% among 360,000; Potency, µM (highest dose often 154 µM), without a hit: at the top dose activation, most hits filed as activators; AID 720711; Q8WZA2; also: potency is read from the fitted curve at half-maximal effect; nearly all actives have a fitted effect of over 50% in size
Target sequence (Q8WZA2 whole entry, looked up): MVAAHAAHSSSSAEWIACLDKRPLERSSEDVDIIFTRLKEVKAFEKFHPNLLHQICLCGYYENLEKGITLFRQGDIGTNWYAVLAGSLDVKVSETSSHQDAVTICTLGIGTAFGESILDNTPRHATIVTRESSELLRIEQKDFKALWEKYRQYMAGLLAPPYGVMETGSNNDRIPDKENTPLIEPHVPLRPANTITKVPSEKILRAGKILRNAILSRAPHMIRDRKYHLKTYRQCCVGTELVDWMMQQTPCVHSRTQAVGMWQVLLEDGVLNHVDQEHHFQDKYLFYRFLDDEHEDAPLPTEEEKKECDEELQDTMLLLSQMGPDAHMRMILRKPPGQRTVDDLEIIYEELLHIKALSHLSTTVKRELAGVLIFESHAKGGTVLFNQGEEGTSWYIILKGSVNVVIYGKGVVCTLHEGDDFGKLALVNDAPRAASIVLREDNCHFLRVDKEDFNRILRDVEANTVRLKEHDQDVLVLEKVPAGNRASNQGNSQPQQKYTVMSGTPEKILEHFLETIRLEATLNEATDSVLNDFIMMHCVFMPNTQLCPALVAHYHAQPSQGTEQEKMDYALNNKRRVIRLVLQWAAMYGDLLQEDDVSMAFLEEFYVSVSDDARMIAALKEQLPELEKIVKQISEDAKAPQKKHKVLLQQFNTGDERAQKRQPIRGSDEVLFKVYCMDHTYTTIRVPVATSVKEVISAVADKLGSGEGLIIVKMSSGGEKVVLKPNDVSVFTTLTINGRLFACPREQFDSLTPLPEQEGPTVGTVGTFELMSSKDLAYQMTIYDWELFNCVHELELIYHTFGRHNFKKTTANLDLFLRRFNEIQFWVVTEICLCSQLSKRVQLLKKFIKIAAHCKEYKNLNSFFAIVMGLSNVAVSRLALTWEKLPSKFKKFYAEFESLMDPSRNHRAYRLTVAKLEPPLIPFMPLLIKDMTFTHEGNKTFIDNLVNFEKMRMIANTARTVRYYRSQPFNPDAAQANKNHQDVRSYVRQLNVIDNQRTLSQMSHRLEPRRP
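Setup: EPAC2 100 nM, labeled Rap1B complex 250 nM, free GDP 50 uM. Compound titrations pinned in, brief spin, 5 min room temperature incubation. Kinetic fluorescence read over 30 min, normalized to 6.5 mM cAMP.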
ATXN viability: cell viability loss in ATXN counter-screen | S2 cells (HEK-293 line with an ATXN2-luciferase reporter) viability, CellTiter-Fluor protease fluorescence, 24 h | hit rate 0.49% among 400,000 | Potency, µM (titrated, usually from 56.7 µM), usual class: cytotoxic | AID 651635; also: potency is read from the fitted curve at half-maximal effect; nearly all actives have a fitted effect of over 40% in size
HepG2 tox: HepG2 cytotoxicity, counter-screen for TGF-b inhibitors; Potency, µM (top dose mostly 46.1 µM), for the others: at the highest dose activity change, negative = cytotoxicity, usual class: cytotoxic; HepG2 CAGA-GFP viability, ATP luminescence, 18 h; hit rate 0.76% among 410,000; also: potency is read from the fitted curve at half-maximal effect; some results filed as inactive show a strong effect at the top dose
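CellTiter-Glo luminescence gave cytotoxicity after 18 hours at 37 degrees C. The cells were HepG2 CAGA-GFP in 1% FBS DMEM, stimulated with 500 pg/mL TGF-beta after compound addition. %Activity was normalised to no-cell wells (complete cell-killing) and DMSO (no toxicity), and curves were fitted and classified.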
* marks the source's active call; other numbers are inactive results; i = inactive; ? = inconclusive; . = not tested or not shown; [ ] = dose if it differs, or a comment. Unless noted, calls follow the shape of the dose curve; as a rule, active = well fitted curve in the direction sought with a large enough effect; inconclusive = small, poorly fitted or top-dose-only effect, or another doubt; inactive = no such curve, though single readings can be large; an effect the other way counts as inactive or inconclusive. Rows are unselected, and some 4.3% of all compounds hit somewhere here.

SMILES	A549 tox	Nrf2 ARE act	TGFb SMAD3 inh	Nrf2 block	ATXN2 expr inh	IL-2 act	EPAC2 agonist	ATXN viability	HepG2 tox
O=C(CN1CCN(S(=O)(=O)c2ccc(F)cc2)CC1)Nc1ccccc1C(=O)NC1CC1	3.2%	-0.3%	12.9%	8.8%	10.5%	0.4	2.0%	i	0.0%
CCOc1ccc(NC(=O)c2ccc(N3CC4CC(C3)c3cccc(=O)n3C4)c(NC(=O)c3ccncc3)c2)cc1 (configuration not stated)	-0.1%	0.3%	5.0%	-15.7%	-3.7%	-2.0	0.2%	i	2.1%
O=C(NCc1ccco1)C1CC(c2cccc([N+](=O)[O-])c2)=NO1 (configuration not stated)	4.6%	2.9%	-15.6%	2.9%	0.5%	0.6	4.0%	i	-2.5%
CN(C)CCCNC(=S)N(CCCN(C)C)Cc1cc2cc3c(cc2[nH]c1=O)OCO3	-4.6%	0.6%	4.0%	4.8%	.	-0.3	0.3%	i	11.8%
COc1ccc(C(C)=O)cc1COC(=O)c1c(C)nn(-c2ccccc2)c1C	-1.2%	3.3%	-13.0%	?	?	-2.1	6.7%	i	-24.0%
Cc1ccc(-c2nnc3c4ccccc4c(C)nn23)cc1NC(=O)c1ccccc1	1.1%	?	-11.1%	6.2%	.	.	.	.	4.6%
O=C(Nc1ccccc1)NC1CCS(=O)(=O)C1 (configuration not stated)	2.9%	-2.0%	24.2%	?	-2.4%	-0.5	0.0%[15.6 µM]	i	16.9%
CCc1nnc(SCC(=O)Nc2ccc(N3CCOCC3)cc2)n1C	?	1.4%	-0.9%	4.0%	-3.6%	-0.6	4.9%	i	2.1%
CNC(=O)c1nc(C)n(-c2ccc(Cl)cc2Cl)n1	7.3%	-0.6%	-14.4%	13.9%	-5.3%	-3.4	7.1%	i	-4.7%
CC1(C)CC2(CCO1)N1CC3(C)CN2CC(C)(C1)C3O (configuration not stated)	-17.9%	-0.1%	-11.1%	-17.3%	3.7%	0.2	-2.4%	i	0.0%
O=C(Nc1ccc2nc(SCc3ccccc3)sc2c1)c1cccc(F)c1	-1.2%	0.4%	-14.7%	12.1%	3.5%	.	.	?	-32.3%
CCCCN(C)/C=N/c1c(C#N)cnn1-c1ccc(C)cc1	-28.0%	0.2%	3.6%	?	-11.0%	3.3	3.8%	i	-25.9%
CC(=O)Nc1ccc(NCN2C(=O)[C@@H]3[C@H]4CC[C@H](C4)[C@@H]3C2=O)cc1	-3.5%	1.0%	6.2%	11.9%	13.1%	-0.2	-0.4%	i	13.5%
Cc1ccc(-c2nn3c(-c4ccccc4)nnc3c3ccccc23)cc1	-0.1%	4.1%	-13.4%	7.6%	.	.	.	.	-4.5%
Cc1ccc(C)c(OCCC(=O)OCC(=O)N2CCN(S(=O)(=O)c3ccc(Cl)cc3)CC2)c1	-0.2%	?	4.4%	11.0%	?	-0.4	22.1%	?	-17.0%
CC(C)c1ccc(NC2=NCC(=O)N2Cc2cccs2)cc1	-18.8%	5.0%	-8.6%	?	12.9%	1.9	0.4%	i	-8.9%
Cc1cc(C)cc(OCCSc2nc3ccc(NC(=O)COc4ccccc4)cc3s2)c1	0.3%	0.8%	-4.3%	-2.4%	7.6%	.	.	i	-1.3%
COC(=O)C1=C(C)N(C)C(=S)NC1c1ccc(Cl)cc1 (configuration not stated)	2.7%	4.2%	?	-2.3%	-13.5%	-3.5	11.7%	i	-13.6%
CCc1noc(C)c1C(=O)N(CC)CC(=O)NCc1ccc(Cl)cc1	8.6%	0.3%	2.6%	?	.	0.1	3.8%	i	-8.6%
O=C(NCCCN1CCOCC1)C(=O)N/N=C/c1ccc2c(c1)OCO2	1.8%	0.0%	0.8%	6.1%	-13.7%[11.3 µM]	0.7	12.8%	i	3.7%
CCn1cc2nc(SCC(=O)Nc3ccccc3C(F)(F)F)n(Cc3ccc(C)cc3)c(=O)c2n1	-2.6%	0.0%	-8.5%	-25.9%	-28.6%	.	.	i	-9.9%
CCOc1ccc(CCNC(=O)CCCn2nc(C)c3c(C)n(-c4ccccc4)nc3c2=O)cc1	-4.9%	-0.9%	-1.0%	-1.7%	-9.9%	-0.8	8.6%	i	-0.6%
COc1ccc(C(C(=O)NCC2CCCO2)N(C(=O)Cn2nnc3ccccc32)c2ccc(NC(C)=O)cc2)cc1OC (configuration not stated)	0.8%	-0.1%	1.9%	-22.6%	-14.9%	-0.4	3.4%	i	2.0%
O=C(CC1SC(N2CCCC2)=NC1=O)Nc1ccc(C(=O)NCc2ccc(F)cc2)cc1 (configuration not stated)	7.8%	0.3%	-7.3%	1.5%	-17.2%	0.8	8.7%	i	-3.8%
COc1ccc(-c2nnn(CC(=O)NCc3ccccc3)n2)cc1OC	-4.5%	0.4%	17.4%	4.2%	4.9%	-1.6	8.5%	i	-2.5%
O=C(O)CCNS(=O)(=O)c1ccc2c(c1)CCCC2	-4.2%	-0.9%	2.8%	-14.1%	-10.7%	-1.4	5.0%	?	-22.5%
CCN(CC(=O)Nc1cc(Cl)ccc1C)C(=O)c1ccc2c(=O)n3c(nc2c1)CCC3	7.9%	-0.5%	1.7%	4.2%	3.2%	1.1	1.0%	i	-6.8%
CC(C)CC1NC(=O)N(CC(=O)Nc2cc(S(=O)(=O)N3CCOCC3)ccc2Cl)C1=O (configuration not stated)	2.5%	-0.1%	5.9%	0.8%	7.0%	0.5	1.4%	i	2.6%
Cn1cnnc1SCC(=O)Nc1ccc(OC(F)F)cc1	-5.9%	0.7%	6.7%	10.3%	-17.2%	0.1	6.3%	i	0.5%
COc1ccc(CNC(=O)CN2C(=O)NC(C)(c3ccc(Cl)cc3)C2=O)cc1 (configuration not stated)	0.7%	-1.0%	15.2%	-4.1%	6.2%	0.2	4.5%	?	-4.3%
CCn1c(C(=O)N2CCc3ccccc3C2)cc2oc3ccccc3c21	4.0%	0.0%	?	-18.2%	-15.8%	-2.1	12.1%	i	-19.7%
CSc1sc(C(=O)OC(C)C)c2c1C(=O)CC(C)(C)C2	-0.4%	0.4%	9.5%	-18.2%	3.7%	2.0	-2.4%	i	4.1%
COc1ccccc1C(OC(=O)c1ccco1)C(=O)NCc1ccc(F)cc1 (configuration not stated)	-0.2%	-0.6%	4.2%	5.7%	4.0%	0.2	17.8%	i	-0.4%
COc1ccc(NC(=O)CN(C)C(=O)C(Sc2ccccc2)c2ccccc2)cc1 (configuration not stated)	-12.2%	-1.0%	?	-17.2%	-5.8%	-0.3	12.4%	i	-27.7%
O=C1CC(c2ccco2)CC(O)=C1C=Nc1ccc(Br)cc1 (configuration not stated)	-13.2%	3.4%	7.0%	?	-7.7%	-0.7	-2.3%	i	-17.2%
O=C(O)CCCNC(=O)c1ccc(NC(=O)Cc2ccc(Cl)cc2)cc1	5.4%	-1.0%[9.22 µM]	5.5%	6.3%	12.4%	-2.4	1.0%	i	0.4%
O=C(Nc1cc2c(oc1=O)CCCC2=O)c1ccccc1	.	?	9.4%	?	25.1%	0.2	8.6%	i	6.1%
CC(=O)CSc1nc2ccccc2s1	11.9%	2.7%	-1.4%	?	20.5%	-1.8	0.2%	i	-9.4%
Cc1ccc(NC(=O)Cc2ccc3c(c2)OCCO3)cc1S(=O)(=O)N1CCCCC1	-14.3%	0.2%	-27.7%	?	-13.6%	5.1	9.0%	i	-12.8%
COc1cccc(CNC(=O)c2ccc3c(=O)n4nc(Nc5ccccc5)sc4nc3c2)c1	-8.5%	-0.4%	5.5%	.	.	.	.	.	-12.0%

Three entries already listed, sorted by their value in TGFb SMAD3 inh, highest first:
| canonical_smiles | TGFb SMAD3 inh | IL-2 act |
| --- | --- | --- |
| COc1cccc(CNC(=O)c2ccc3c(=O)n4nc(Nc5ccccc5)sc4nc3c2)c1 | 5.5% | . |
| COc1ccccc1C(OC(=O)c1ccco1)C(=O)NCc1ccc(F)cc1 (configuration not stated) | 4.2% | 0.2 |
| Cc1ccc(NC(=O)Cc2ccc3c(c2)OCCO3)cc1S(=O)(=O)N1CCCCC1 | -27.7% | 5.1 |

Following part:
SMILES	A549 tox	Nrf2 ARE act	TGFb SMAD3 inh	Nrf2 block	ATXN2 expr inh	IL-2 act	EPAC2 agonist	ATXN viability	HepG2 tox
NC(=O)CC(NC(=O)c1ccccc1)c1ccc(NCCc2ccc(Cl)cc2)c([N+](=O)[O-])c1 (configuration not stated)	-8.3%	0.1%	?	?	-21.6%	-0.2	3.7%	i	-39.2%
COC(=O)CNC(c1ccccc1)c1cc(Br)ccc1N (configuration not stated)	4.6%	-0.6%	7.3%	-5.9%	4.5%	-0.5	7.4%	i	5.0%
CCc1ccccc1NC(=O)c1ccc2[nH]c(C)c(C)c2c1	15.1%	5.0%	18.3%	?	32.4%[activator]	.	.	i	-16.5%
CCOC(=O)c1c(NC(=O)CN2C(=O)NC3(CCCC3)C2=O)sc(C)c1CC	?	2.9%	21.4%	?	-12.7%	-2.5	-1.4%	i	-28.7%
O=C(Cn1c(=O)n(-c2ccccc2)c(=O)c2c3c(sc21)CCCC3)Nc1ccc(F)cc1F	-3.8%	0.3%	-17.5%	-8.8%	4.5%	.	.	i	2.3%
CS(=O)(=O)NC1c2cccc3cccc(c23)C1N1CCOCC1 (configuration not stated)	-2.4%	-0.8%	0.8%	9.1%	-3.6%	-1.6	1.3%	i	-1.2%

From PubChem BioAssay
